Tb PYK inh: qHTS of Trypanosoma Brucei Inhibitors | pyruvate kinase (Trypanosoma brucei), Q57TT1 | TbPYK enzyme, Kinase-Glo Plus ATP luminescence, 45 min | Potency, µM (top dose mostly 76.8 µM), inactives show at the top dose activity, negative = inhibition, most hits filed as inhibitors | actives 0.12% (n = 410,000) | AID 624173, 2012; further: nearly all actives have a fitted effect of over 50% in size
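Enzyme and substrate buffer are dispensed first and compound is pin-transferred. ADP at 130 uM final then starts the reaction, which runs 45 min at room temperature. Detection reagent is added for 10 min before luminescence is imaged.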
AMA1-RON2 inh: qHTS for Inhibitors of AMA1-RON; Towards Development of Antimalarial Drug Lead: Primary Screen; AlphaScreen AMA1-biotinylated RON2 peptide binding; Potency, µM (highest dose often 58.2 µM), for the others: top-dose activity change, negative = inhibition, hits mostly inhibitors; actives 0.2% (n = 360,000);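 further: 0% = vehicle wells and -100% = peptide control; nearly all actives have a fitted effect of over 45% in size; some results filed as inactive show a strong effect at the top dose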
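AMA1 (3D7) with his tag at 25 nM final met compounds first, then biotinylated RON2 peptide at 25 nM; detection used donor plus acceptor beads, 10 µg/mL apiece, read by AlphaScreen after 30 min at room temperature.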
* = called active by the depositor; ? = inconclusive; [ ] = dose if it differs, or a comment. The call rests on the fitted dose curve; in most records, active means well fitted curve in the direction sought with a large enough effect; inconclusive means small, poorly fitted or top-dose-only effect, or another doubt; inactive means no such curve, though single readings can be large; an effect the other way counts as inactive or inconclusive. Unless noted, on the % scale 0 is the no-effect control and ±100 the full control effect; potency means the concentration at half of the fitted maximal effect.

SMILES | Tb PYK inh | AMA1-RON2 inh
Cc1cccc(NC(=O)c2nc[nH]c2C(=O)NCCCNC(=O)c2[nH]cnc2C(=O)Nc2cccc(C)c2)c1 | -4.4% | 111.0%[activator]
Cc1cn(C2CCCO2)c(=O)nc1N (stereo not given) | 4.0% | ?
COc1cc2sc(-c3ccc(S(C)(=O)=O)cc3)c(-c3ccc4c(c3)OCO4)c2cc1OC | -3.0% | 1.3%
C[C@H]1CN([C@@H](C)CO)C(=O)c2cc(Br)cnc2O[C@@H]1CN(C)C(=O)NC1CCCCC1 | 4.7% | 10.1%
CC(C)C[C@H]1CNC(=S)N1C[C@H]1CCCN1C[C@H](Cc1ccccc1)N1C[C@H](CC(C)C)N(CCc2ccccc2)C1=S | -0.7% | 5.2%
OCc1ccccc1-c1ccc2nncn2c1 | 0.2% | 9.5%
C[C@@H]1CN([C@H](C)CO)C(=O)CCCn2nncc2CO[C@@H]1CN(C)S(=O)(=O)c1ccccc1 | 4.7% | 12.8%
COC(=O)C1=C(c2ccc(OCc3ccccc3)c(F)c2)C[C@@H]2CC[C@H]1N2C | -8.0% | -26.6%
Nc1ccc2nc(-c3ccccc3)cnc2c1 | -9.4% | 24.6%
C#CCN(C[C@@H]1[C@@H](OC(=O)NCc2ccc(OC)c(OC)c2)[C@@H](OC(=O)NCc2ccc(OC)c(OC)c2)CN(C(=O)OC(C)C)N1C(=O)OC(C)C)S(=O)(=O)c1ccc(C)cc1 | 2.6% | 0.1%
CN1OC[C@@H]2CN(C(=O)C(C)(C)C)[C@H](c3cccc(Oc4ccccc4)c3)C[C@@H]21 | 4.6% | -0.5%
COC(=O)[C@]12CCCCC=C1N(CCC1=CCCCC1)C(=O)[C@H](CC(=O)NCCC(C)C)C2 | -5.0% | 0.9%
O=C(OCC(=O)N1CCCCCC1)c1cccnc1Cl | -7.3% | -1.2%
O=C(c1cn(-c2ccccc2)nc1-c1cccnc1)N1CCN(S(=O)(=O)c2ccc(Cl)cc2)CC1 | 8.1% | -7.3%
O=C(c1ccc(Cl)c(Cl)c1)N1CCC(=O)N([C@H](COCc2cccc(C(F)(F)F)c2)Cc2ccccc2)CC1 | 0.1% | -0.9%
CCOc1cc(N2CCOCC2)c(OCC)cc1NC(=O)Cn1cnnn1 | 0.5% | ?
COc1ccc(CC(N)c2csc(NC(=O)c3ccccc3OC)n2)cc1 (stereo not given) | 8.8% | 42.5%[activator]
O=C(NC1CCC1)C1CCC(=O)N(Cc2ccc(Cl)cc2)C1 (stereo not given) | -0.3% | 6.8%
O=C(c1[nH]c(C(F)(F)F)nc1-c1ccccc1)N1CCN(C(=O)C2CCCO2)CC1 (stereo not given) | -1.1% | -6.3%
Cc1ccc(S(=O)(=O)N2CCN(C(=O)COC(=O)CCOc3cc(C)ccc3C)CC2)c(C)c1 | -5.1% | -10.9%[11.6 µM]
CSc1ccc(Cn2c(C)c(C(=O)NCc3cccc(C)c3)sc2=O)cc1 | -17.4% | 0.0%
CCCOc1ccccc1NC(=O)/C=C/c1ccc(OC)c(S(=O)(=O)N2CCOCC2)c1 | 1.2% | -7.0%
Cc1ccc(CN2CCN(c3ccccc3Cl)CC2)o1 | 2.3% | -6.0%
O=C(Nc1ccc2c(c1)OCCO2)C(c1cc2ccccc2o1)N1CCN(c2ccc(F)cc2)CC1 (stereo not given) | 6.4% | -2.4%
COc1ncccc1-c1ccc2nncn2c1 | -0.7% | 5.9%
CC(C)N1CCC1(C)C(=O)Nc1ccccc1OC(F)F (stereo not given) | 1.0% | 15.1%
O=C(COC(=O)Cc1c(Cl)cccc1Cl)NC1CCCC1 | 0.0% | -0.3%
CC(C)NC(=O)N(C)C[C@H]1Oc2cc(C#Cc3ccc(F)cc3)ccc2S(=O)(=O)N([C@H](C)CO)C[C@H]1C | -3.7% | -1.6%
Cc1oc2ccc(O)cc2c1C(=O)c1ccc(F)cc1 | 1.1% | -1.8%
Cc1ccccc1-c1cc(C(=O)NCc2ccc3c(c2)OCO3)nn1CC1CC(c2cccc([N+](=O)[O-])c2)=NO1 (stereo not given) | 3.0% | -9.3%
C[C@@H]1CN([C@H](C)CO)C(=O)CCCn2nncc2CO[C@H]1CN(C)C(=O)Nc1cccc2ccccc12 | -1.4% | -1.9%
Cc1cc(NC(=O)NC(=O)c2ccccc2NC(=O)CN)ccc1Oc1ncc(Br)cn1 | 0.1% | 43.7%[activator]
CC(C)NC(=O)Cn1nnc(-c2ccccc2)c1COc1ccc2ccccc2c1 | 1.7% | -13.3%
Cc1ccc(NC(=O)c2ccco2)cc1 | -16.5% | -0.4%
Cc1cccc(NC(=O)C(C)Oc2ccc(C)nc2[N+](=O)[O-])c1 (stereo not given) | 0.9% | -10.2%
COc1ccc(CN(C)C(=O)C(Cc2ccccc2)NC(=O)c2ccccc2)c(OC)c1OC (stereo not given) | 7.4% | -1.9%
O=[N+]([O-])c1ccc(Oc2ncccn2)cc1 | 0.8% | 4.0%
O=C(Nc1ccc(Cl)cc1)N1CC1 | -6.0% | -8.5%
CCCCCCN1C[C@@H](O)[C@H](n2cc(COC(=O)c3ccccc3)nn2)C[C@@H]1c1ccc(C)cc1 | -5.7% | 3.0%
CN(CC(=O)NCCc1ccc(S(N)(=O)=O)cc1)CC(=O)Nc1ccc(F)c(F)c1F | -1.9% | 16.8%
CC12CCC(C(S(=O)(=O)Nc3ccccc3)C1=O)C2(C)C (stereo not given) | -9.2% | -10.6%
C/C=C(/C)C(=O)O[C@@H]1Cc2c(ccc3ccc(=O)oc23)OC1(C)C | -0.8% | -7.1%
O=C1NC(=O)C2(CCCc3c([N+](=O)[O-])cccc32)N1 (stereo not given) | -4.2% | 6.0%
CC1=CC(C)(C)NC(=S)N1c1ccc(N(C)C)cc1 | 3.6% | -5.5%
OC1CCC(Nc2ccn3nc(-c4cccc(OCc5ccccc5)c4)cc3n2)CC1 (stereo not given) | -0.1% | -3.1%
O=C1/C(=C\c2ccc(O)cc2)CCC1CNc1ccc(Cl)cc1 (stereo not given) | -7.6% | -4.1%
COc1ccc(NC(=O)Nc2cccc3c2O[C@H](CN(C)S(=O)(=O)c2c(C)noc2C)[C@@H](C)CN([C@H](C)CO)C3=O)cc1 | -19.0% | -13.8%
O=C(COC(=O)c1cc(S(=O)(=O)N2CCOCC2)ccc1F)NCc1ccc2c(c1)OCO2 | -2.3% | 3.6%
O=C(Nc1ccc(F)c(Cl)c1)c1ccc2sc([C@H]3C[C@H](O)[C@@H](CO)O3)nc2c1 | -7.6% | 13.9%
COc1cccc(-c2cnc(C(O)c3ccccc3)[nH]2)c1 (stereo not given) | 0.8% | -6.6%
New compounds follow.
SMILES | Tb PYK inh | AMA1-RON2 inh
CCCN=C1N(C)C[C@@H]2[C@@H]3C(=O)N(C)C(=O)[C@@H]3[C@](CC)(C(=O)OC)N12 | -1.0% | -2.9%
Cc1cnc(C2OCCO2)c2cccc([N+](=O)[O-])c12 | 1.6% | -2.4%
COC(=O)c1c(-c2ccc(S(C)(=O)=O)cc2)sc2ccc(OC)cc12 | -8.5% | -9.3%
CNc1cncc(-c2ccc(CN(C)C)cc2)n1 | -13.9% | -2.3%
O=C(Nc1ccc(Cl)c(S(=O)(=O)N2CCCC2)c1)c1cc(=O)[nH]c2ccccc12 | 5.9% | -3.4%
CC(C)C(=O)N1CCCC1(C)C(=O)Nc1ccc(-n2cccc2)cc1 (stereo not given) | -1.8% | -4.8%
Cc1ccc(Cc2c(-c3ccc(C)cc3)nc3ccc(Cl)cn23)cc1 | -7.9% | -7.5%
CSc1ncccc1C(=O)N1CCN(S(=O)(=O)c2ccc3c(c2)OCCO3)CC1 | -11.4% | 8.1%
Cc1cc(F)ccc1-c1cc(C(=O)NCc2cccs2)[nH]n1 | 4.2% | -0.1%
CCOC(OCC)c1cc2ccccc2cn1 | 0.0% | 3.0%

Laid out differently: 4 of the compounds above
SMILES	Tb PYK inh	AMA1-RON2 inh
CC(C)C(=O)N1CCCC1(C)C(=O)Nc1ccc(-n2cccc2)cc1 (stereo not given)	-1.8%	-4.8%
CSc1ncccc1C(=O)N1CCN(S(=O)(=O)c2ccc3c(c2)OCCO3)CC1	-11.4%	8.1%
COC(=O)c1c(-c2ccc(S(C)(=O)=O)cc2)sc2ccc(OC)cc12	-8.5%	-9.3%
CNc1cncc(-c2ccc(CN(C)C)cc2)n1	-13.9%	-2.3%

New compounds follow
SMILES | Tb PYK inh | AMA1-RON2 inh
COc1cc2c(cc1OC)CN(C(=O)c1ccc(Cl)c(S(=O)(=O)N3CCCC3)c1)CC2 | 5.1% | 4.1%
COc1ccc(C(O)c2nc(-c3cccc(NC(C)=O)c3)cs2)cc1 (stereo not given) | 0.3% | 4.4%
CN(CCc1ccccc1)C(=O)c1cccc(NC(=O)Cc2cccc(NC(=O)C3CCCN(C(=O)C4CCCC4)C3)c2)c1 (stereo not given) | 0.1% | -13.5%
Cn1c(=O)c(=O)n(C)c2cc(S(=O)(=O)CCC(=O)Nc3ccccc3C(F)(F)F)ccc21 | 2.5% | 5.0%
COc1cccc(NC(=O)N(C)C[C@@H]2Oc3cc(Br)ccc3S(=O)(=O)N([C@@H](C)CO)C[C@H]2C)c1 | -0.4% | 10.7%
Cc1ccc(OCC(=O)Nc2ccc3c(c2)nc(CCN2CCCC2)n3C)cc1 | 0.3% | 35.7%[activator]
Cc1cc(=O)oc2cc(O)cc(O)c12 | -2.6% | -4.7%
CC(=NNC(=S)Nc1cccc(Cl)c1)c1ccccn1 | -2.9% | -42.1%
CN(C(=O)COC(=O)c1ccc(S(=O)(=O)N2CCCCCC2)cc1)c1ccccc1 | -11.9% | 12.2%
CCCCN(C(=O)c1cccc(S(=O)(=O)N(C)c2ccc(C)cc2)c1)c1c(N)n(CC(C)C)c(=O)[nH]c1=O | -16.0% | 0.0%
O=C(c1ccco1)N1CCN(C(=O)c2ccco2)C1=S | -16.6% | 1.9%
CCOc1ccc(CCN2C(=S)N([C@@H](CC(C)C)CN3CCCC3CN3C(=S)NC[C@@H]3Cc3ccc(O)cc3)C[C@@H]2Cc2ccc(O)cc2)cc1 (stereo not given in full) | 2.9% | 11.3%
CCOC=C1SC(=S)N(c2ccccc2OC)C1=O | 2.9% | 58.7%[activator]
CCCc1nc2ccc(C)cn2c1Cc1cccc(F)c1 | 6.5% | -14.2%
Cc1ccc(SCc2c(C(=O)N/N=C/c3ccco3)nnn2-c2nonc2N)cc1 | 3.7% | 11.5%
CSc1ccc(CN2CCC2(C)C(=O)NC2CCc3ccccc32)cc1 (stereo not given) | -0.4% | -29.2%
O=C(NCCN1CCC(n2c(=O)[nH]c3ccccc32)CC1)c1ccc(OC(F)(F)F)cc1 | 8.3% | 19.5%
CCOCCC(=O)Nc1ccc2c(c1)c(=O)n(C)n2C/C=C/c1ccccc1 | 8.1% | 0.8%
Cc1ccc(NC(=O)c2oc3ccc(Br)cc3c2C)cc1S(=O)(=O)N1CCOCC1 | 8.2% | 0.7%
CC(C)=CCC[C@H](C)C[C@@H]1Cc2[nH][nH]c(=O)c2[C@@H](c2ccc(F)cc2)O1 | 2.2% | 111.6%[activator]

Individual results from the results shown.
Value of CCCc1nc2ccc(C)cn2c1Cc1cccc(F)c1 under AMA1-RON2 inh: -14.2%
Value of Cc1ccc(SCc2c(C(=O)N/N=C/c3ccco3)nnn2-c2nonc2N)cc1 under Tb PYK inh: 3.7%

The results go on:
SMILES | Tb PYK inh | AMA1-RON2 inh
Cn1c(NCc2ccccc2Cl)nc2ccccc21 | -3.4% | -1.5%
COc1ccc(NC(=O)N(C)C[C@@H]2OCc3ccccc3-c3c(n(C)c4ccccc34)C(=O)N([C@H](C)CO)C[C@H]2C)c(OC)c1 | -12.9% | -20.0%
N#Cc1ccc(NC(=S)NC(=O)C2CCCCC2)cc1 | 3.4% | 1.3%
C#CCN(C[C@H]1[C@H](OC(=O)NC2CC2)[C@H](OC(=O)NC2CC2)C[C@@H](C(=O)OC)[C@H]1C(=O)OC)S(=O)(=O)c1ccc(C)cc1 | -1.9% | 21.6%
CCC(=O)c1ccc(OCC(=O)N2CCN(CC(=O)Nc3ccccc3C(F)(F)F)CC2)cc1 | 1.1% | -7.2%
CC(C)(C)OC(=O)NCCCCCNC(=O)c1nc[nH]c1C(=O)NCc1ccc(CNC(=O)OC(C)(C)C)cc1 | -7.6% | 115.1%[activator]
Cc1cc2oc3ccc(NCCC4CCCN4C)cc3c(=O)c2cc1C (stereo not given) | 4.0% | -15.8%
COc1ccc(-c2ccc(C(=O)Nc3ccc(OC)nc3)c3occc23)c(C)c1 | 3.1% | 0.0%
Cc1ccc(N=Cc2cc3c(cc2[N+](=O)[O-])OCO3)cc1[N+](=O)[O-] | -9.9% | 30.9%[activator]
CN(O)C(=S)c1ccccc1 | 4.4% | 0.3%
CC(=O)C1C(C)CC2C3CCC4CC(=O)CCC4(C)C3CCC21C (stereo not given) | -0.6% | 2.7%
NC(Cc1ccccc1)c1csc(Nc2cc(Oc3ccccc3)ncn2)n1 (stereo not given) | -13.0% | 60.3%[activator]

Shown with two lines to a compound: two of the compounds above
Below each SMILES: Tb PYK inh	AMA1-RON2 inh
> CN(O)C(=S)c1ccccc1
→ 4.4%	0.3%
> COc1ccc(-c2ccc(C(=O)Nc3ccc(OC)nc3)c3occc23)c(C)c1
→ 3.1%	0.0%

Some of the compounds tested; count on the stated rates, not on these rows.
